# MEKK3 PB1 HTS – modulators (inhibitors or enhancers) of MEK5 binding to human MEKK3 PB1 domain. Q99759. bead-based flow cytometry, Alexa488-MEK5 binding to MEKK3; actives lie on both sides; 0 = blocked by unlabeled MEK5, 100 = vehicle. binding response (% of control), % at 10 µM. 290,000 tested, 1.4% active. AID 1529;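 active means binding response more than 3 SD above or below the average of its plate-row segment, actives on both sides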;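 further: Alexa488 bead fluorescence after subtracting the streptavidin-only scavenger bead signal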
# Target sequence (Q99759 whole entry, looked up, the tested form may be a part): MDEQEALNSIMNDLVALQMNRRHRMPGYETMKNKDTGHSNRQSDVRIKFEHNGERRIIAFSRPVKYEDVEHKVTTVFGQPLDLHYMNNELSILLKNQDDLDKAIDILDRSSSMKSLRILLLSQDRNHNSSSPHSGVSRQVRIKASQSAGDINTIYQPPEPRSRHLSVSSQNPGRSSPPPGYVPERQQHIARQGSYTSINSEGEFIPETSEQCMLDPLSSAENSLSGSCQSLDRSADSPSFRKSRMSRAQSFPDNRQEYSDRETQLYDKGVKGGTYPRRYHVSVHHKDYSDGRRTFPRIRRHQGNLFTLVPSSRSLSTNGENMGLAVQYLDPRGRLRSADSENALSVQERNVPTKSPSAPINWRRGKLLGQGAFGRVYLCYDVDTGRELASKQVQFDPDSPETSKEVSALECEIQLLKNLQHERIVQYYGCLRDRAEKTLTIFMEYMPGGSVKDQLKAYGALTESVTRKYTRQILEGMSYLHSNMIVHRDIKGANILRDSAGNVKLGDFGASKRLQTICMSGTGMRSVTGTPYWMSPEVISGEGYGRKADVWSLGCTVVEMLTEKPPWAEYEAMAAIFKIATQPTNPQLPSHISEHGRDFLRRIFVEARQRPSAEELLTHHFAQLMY
# p-CIP stab down – compounds decreasing mouse p/CIP protein stability | F442A p/CIP-EGFP cells, EGFP fluorescence, 16 h | 290,000 tested, 0.01% active | decrease of EGFP signal, % at 10 µM | AID 1984 | Q05BA5;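 active means EGFP signal decrease of at least 30% at 10 µM or well 3 SD below plate mean, unless failing retest; inactive means the rest, including hits failing retest or dose response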; further: some compounds called inactive have numbers as strong as hits; many of its hits are not listed in these tables
# MEKK2 mut-MEK5 – signal of MEK5 binding to mutant human MEKK2 PB1 domain; bead flow cytometry, Alexa488-MEK5 binding to MEKK2 mutant; percent response, % at 10 µM; 290,000 tested, 0.35% active; AID 1530; in the data active means percent response above about 24%, passing the limit was not always enough; further: inactives centre near 1; some results filed as inactive read as strong as hits; reference of the scale not given here
# NALP1 yeast inh – NALP1 inhibition | S. cerevisiae NALP1/ASC/caspase-1 growth, X-gal OD620, 72 h | inhibition, % at 10 µM | 280,000 tested, 0.61% active | AID 2071; in the data active means inhibition mostly above about 24%, no sharp cut-off; inactive means mostly below about 32%; further: some compounds called inactive have numbers as strong as hits
# PfM18AAP inh – PfM18AAP enzyme inhibition; recombinant PfM18AAP, H-Glu-NHMec fluorogenic cleavage; inhibition, % at 7.35 µM; 290,000 tested, 1.2% active;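 active means inhibition above the campaign mean inhibition over all tested compounds plus 3 SD, cut at about 28% in these data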;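 further: 0% = plate median of test compound wells and 100% = 2 mM ZnCl2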
# IDE cell activ – boosts human insulin-degrading enzyme activity in HEK cells; P14735; FAbeta-B cleavage, fluorescence polarization; 0% vehicle, 100% cell-free pure enzyme wells; activation, % at 5.96 µM; 340,000 tested, 0.073% active;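 active means activation above the mean of all tested compounds plus 3 SD, set per screening campaign, cut at about 17% in these data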
# MEKK2wt PB1 HTS – raises or lowers MEK5 binding to wildtype human MEKK2 PB1 domain | bead flow cytometry, Alexa488-MEK5 binding to MEKK2 WT; actives lie on both sides | binding response (% of control), % at 10 µM | 290,000 tested, 1.1% active; in the data active means binding response below about 67% or above about 130%
# SUMO HTRF inh – SUMOylation inhibition; P63279; HTRF SUMOylation assay, SAE1/SAE2 + UBC9, in vitro; inhibition, % at 35 µM; 290,000 tested, 0.36% active; AID 2006; in the data active means inhibition above about 50%, passing the limit was not always enough; further: strong numbers were not always called active
# Target sequence (P63279 whole entry, looked up): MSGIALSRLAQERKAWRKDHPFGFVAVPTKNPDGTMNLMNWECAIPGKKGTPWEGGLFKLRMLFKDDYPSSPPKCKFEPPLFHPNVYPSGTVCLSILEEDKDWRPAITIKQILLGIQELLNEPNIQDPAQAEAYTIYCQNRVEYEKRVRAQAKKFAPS
# IDE cell inh – inhibits human insulin-degrading enzyme in HEK cells; 320,000 tested, 0.41% active; FAbetaB cleavage, fluorescence polarization; inhibition, % at 5.59 µM; P14735;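 active means percent inhibition above the average of all tested compounds plus 3 SD, set per screening campaign, cut at about 16% in these data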;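 further: IDE supplied by intact live HEK cells; FP after avidin binding of uncleaved biotin substrate so inhibition keeps polarization high; 0% = DMSO wells and 100% = 60 µM reference IDE inhibitor Ii1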
# * = called active by the depositor; nt = no result given; [ ] = another dose, or the depositor's remark.
canonical_smiles | MEKK3 PB1 HTS | p-CIP stab down | MEKK2 mut-MEK5 | NALP1 yeast inh | PfM18AAP inh | IDE cell activ | MEKK2wt PB1 HTS | SUMO HTRF inh | IDE cell inh
Cc1ccc(CNC(=O)CCS(=O)(=O)Cc2ccc(C)cc2)cc1 | 101 | -12 | 5 | -8 | -6 | -3 | 102 | 18 | 5
N#Cc1ccccc1CSc1ccc(-c2nc3ccccc3[nH]2)cn1 | 90 | -29 | -5 | 24 | 14 | -5 | 90 | 3 | -1
C/C(=N/NC(=O)c1ccoc1C)c1ccc(NC(=O)C2CCCC2)cc1 | 102 | 0 | 1 | 34 | -14 | 1 | 102 | 6 | 3
CCCCc1ccc(NC(=O)COc2ccc(C(=O)Nc3ccccc3OCC)cc2)cc1 | 102 | 3 | 0 | 31 | -2 | 6 | 103 | -11 | 10
COc1cc(O)c(C(CC(=O)N2CCCC(C)C2)c2ccc(N(C)C)cc2)c(OC)c1 (stereo not given) | 127 | -12 | 2 | 12 | nt | 5 | 158* | 0 | 0
O=C(O)c1cccc(S(=O)(=O)Nc2ccc(O)c(Sc3nc4ccccc4s3)c2)c1 | 91 | 6 | -10 | 1 | 14 | 2 | 87 | 11 | -7
CCOC(=O)Cn1c(=NC(=O)CSC(C)=O)sc2cc(F)ccc21 | 111 | 0 | 12 | 17 | 3 | -1 | 110 | 14 | 4
COc1ccc(OCCCC(=O)Nc2cccnc2)cc1 | nt | -2 | nt | 18 | 2 | 6 | nt | -3 | -3
CC(C)n1c(CN2CCN(Cc3ccccc3)CC2)nc2ccccc21 | 97 | -9 | 1 | 6 | 1 | 6 | 100 | 0 | -4
COc1ccc(-n2nc3c(N4CCC(C(=O)N5CCCCCC5)CC4)nnc(C)c3c2C)cc1 | 98 | -4 | -1 | 12 | 4 | 1 | 101 | -2 | 11
Cc1ccc(C)c(NC(=S)N(CCc2nc3cc(C)c(C)cc3[nH]2)Cc2cccnc2)c1 | 106 | -9 | 4 | 31 | 0 | 3 | 104 | 10 | 0
CC(=O)Nc1ccc2c(c1)CCc1ccccc1-2 | 104 | -12 | 3 | 27 | -2 | 0 | 106 | -5 | -6
Cc1nc2ncnn2c(C)c1CCC(=O)N1CCN(Cc2ccccc2)CC1 | 101 | -8 | 0 | 20 | -12 | 3 | 99 | 6 | 2
O=C(CSc1n[nH]c(=O)[nH]c1=O)Nc1ccccc1C(=O)c1ccccc1 | 93 | -9 | -15 | -1 | 1 | 2 | 96 | -15 | 1
Cc1cc(C)nc(NS(=O)(=O)c2ccc(NC(=O)CN3C(=O)S/C(=C\c4ccccc4)C3=O)cc2)n1 | 102 | -8 | -1 | 17 | 11 | 4 | 91 | -8 | 6
Cc1nc([N+](=O)[O-])cn1CCCCN1C(=O)c2ccccc2C1=O | 100 | -7 | 6 | 6 | -2 | -2 | 107 | 6 | -6
Cc1ccc(Cn2nnc3c(=O)[nH]c(C4CCCN(C(=O)c5ccco5)C4)nc32)cc1 (stereo not given) | 99 | -2 | -8 | 12 | -1 | 6 | 95 | -1 | 4
O=c1[nH]c(/C=C/c2ccccc2Cl)nc2ccccc12 | 98 | 8 | 1 | 6 | 4 | 3 | 100 | 33 | -1
Cc1cc(S(=O)(=O)NCCN2CCOCC2)ccc1Cl | 103 | -2 | 5 | 4 | -1 | 5 | 104 | 16 | 1
CCc1cc(-c2nc(N)ncc2-c2csc(C)n2)c(O)cc1OC | 101 | -2 | 1 | -3 | -3 | 5 | 103 | 5 | 5
CCOC(=O)N1CCN(S(=O)(=O)c2ccc(OCC)cc2)CC1 | 105 | -6 | 4 | -16 | 5 | 2 | 105 | 20 | 5
CC(C(=O)Nc1ccc(Cl)cc1)N(C)Cc1cccs1 (stereo not given) | 103 | -9 | 0 | 9 | -8 | -3 | 104 | 2 | -2
Cc1cc(C(=O)N/N=C/c2cc(N=Nc3ccccc3)ccc2O)n[nH]1 | 38*[inhibitor] | 0 | -4 | 12 | -6 | -8 | 66 | -52 | 8
COc1ccc2c(c1)Cc1sc(NC(=O)c3cccnc3)nc1-2 | 103 | -2 | -8 | 6 | 8 | -4 | 98 | 90* | 1
Cc1ccc(CS(=O)(=O)CC(C)(O)c2ccc(Cl)cc2)cc1 (stereo not given) | 106 | 1 | 7 | 6 | 1 | 7 | 109 | 14 | -2
O=C(c1ccccc1)c1coc2ccc(O)c(CN3CCOCC3)c12 | 98 | -13 | 0 | 4 | 5 | -1 | 104 | 4 | -1
CC1(C)CC2CC(C)(CN2C(=O)c2cc(-c3ccc(O)cc3)on2)C1 (stereo not given) | 107 | -13 | 3 | 2 | 6 | 4 | 99 | 7 | -1
CC1CCCC(NC(=O)Cc2ccc(Br)cc2)C1C (stereo not given) | 131* | -2 | 8 | 3 | 7 | -3 | 101 | 8 | 6
OCCC1CN(CCCc2ccccc2)CCN1CCc1ccccc1 (stereo not given) | 102 | -3 | 5 | 28 | -2 | 3 | 111 | 2 | 7
Cc1ccc(C)c(NC(=O)CSc2nnc(CNC(=O)c3ccco3)o2)c1 | 101 | -6 | -1 | -2 | -7 | 7 | 100 | 3 | -4
CC12COC3(C(=O)Nc4ccccc4F)CC1CCC32C (stereo not given) | 54 | -1 | -16 | 5 | -4 | 1 | 58 | 6 | -2
Cc1c(C(=O)N2c3ccccc3Sc3ccccc32)cccc1[N+](=O)[O-] | 116 | 2 | -1 | 24 | 0 | -2 | 99 | -5 | 2
CCOC(=O)C1CCN(C(=O)Cn2cc(C(=O)c3ccco3)c3ccccc32)CC1 | 104 | 2 | 1 | 18 | -2 | -1 | 103 | 6 | 4
CCCCOC(=O)c1ccc(NC(=O)C(=O)CC(=O)c2ccc(OC)cc2)cc1 | 109 | -5 | 5 | 5 | 2 | -2 | 101 | 0 | -1
COc1ccc(-n2ncc3c(NCc4cccs4)ncnc32)cc1 | 91 | 0 | -5 | 4 | -15 | 0 | 97 | 7 | 6
Cc1cccc(NC(=O)CN2C(=O)N/C(=C/c3ccc(C)o3)C2=O)c1 | 129* | -4 | 1 | 30 | 4 | -12 | 105 | 2 | 5
Nc1nc(Nc2cccc(C(F)(F)F)c2)nc(C(F)(F)F)n1 | 102 | 4 | 9 | 20 | 0 | 1 | 102 | -2 | 4
O=C(/C=C/c1ccc2c(c1)OCO2)Nc1nc(-c2ccc(F)cc2F)cs1 | 96 | -6 | 0 | 26 | -1 | nt | 110 | 27 | 6
CCOCCCNC(=O)c1cn(CC(C)C)c(=O)c2cc(OC)c(OC)cc12 | nt | -7 | nt | 32 | 3 | 4 | nt | -4 | nt
Cn1c(=O)n(CC#N)c2ccccc21 | 95 | -6 | -4 | 4 | 2 | 4 | 95 | 15 | 3
CN(C)c1nc(Nc2ccc(Cl)cc2)nc(OCC#N)n1 | 107 | 5 | 3 | 13 | 4 | -1 | 107 | 7 | -3
CC(C)n1nc(C(=O)NCc2ccc3c(c2)OCO3)c2ccccc2c1=O | 69 | -6 | -32 | -8 | -4 | 0 | 70 | 0 | -2
NC(=O)C1=NOC(CNc2ncc(C(F)(F)F)cc2Cl)C1 (stereo not given) | 106 | -11 | 8 | -10 | 6 | 2 | 102 | -10 | -4
CCC(C)(NC(=O)c1ccccn1)C(=O)NC1CCCC1 (stereo not given) | 87 | -4 | -17 | 1 | -15 | -1 | 89 | 13 | -6
Cc1ccc(C(C)NC(=O)c2c(-c3ccccc3)noc2C)cc1C (stereo not given) | 99 | 1 | 7 | 12 | -2 | 5 | 105 | 4 | 2
COC(=O)COc1ccc(S(=O)(=O)NCCC2=CCCCC2)cc1C | 77 | -5 | -10 | -29 | 0 | 3 | 89 | -20 | 0
CCN(CC)c1nc(-c2ccccc2)ncc1S(=O)(=O)c1ccc(C)cc1 | 104 | -11 | 11 | -4 | 0 | -2 | 117 | -2 | 2
Nc1ccccc1Oc1ncc(C(F)(F)F)cc1Cl | 89 | 3 | -2 | 0 | 5 | -4 | 95 | -18 | 3
Cc1ccc(S(=O)(=O)Nc2ccc(N3CCN(C)CC3)nc2)cc1 | 106 | -2 | -3 | 19 | 1 | 0 | 100 | 7 | -2
COCc1cc(C)nc(OCC(=O)N/N=C\c2cc(C)n(-c3cccc(C(F)(F)F)c3)c2C)c1C#N | 97 | -10 | 1 | 9 | 13 | -3 | 104 | 20 | 7
O=S(=O)(c1ccc(Br)cc1)N1CCN=C1SCc1cccc(F)c1 | 99 | -14 | 4 | 4 | 0 | 6 | 99 | -8 | 3
COCc1ccc(C(=O)N2CCCC(Nc3ccc(C(C)C)cc3)C2)o1 (stereo not given) | 92 | -11 | 1 | 3 | 17 | 0 | 99 | -1 | -5
O=C(Nc1cccc(C(=O)O)c1)/C(=C\c1ccccc1)NC(=O)c1ccccc1Cl | 104 | -11 | 2 | 7 | 1 | 2 | 102 | 4 | 3
NS(=O)(=O)c1ccc(Oc2ccc(S(N)(=O)=O)cc2)cc1 | 120 | 6 | -1 | -17 | -1 | 4 | 105 | 10 | 0
CCN(CCO)Cc1csc2cc(C)ccc12 | 98 | -18 | -2 | 16 | -1 | -1 | 100 | 0 | 2
Cc1c(NC(=O)CN2C(=O)NC(CCc3ccccc3)C2=O)c(=O)n(-c2ccccc2)n1C (stereo not given) | 97 | -8 | -4 | 20 | 7 | -2 | 93 | 9 | 0
Nn1c(=O)[nH]c2ccccc2c1=O | 99 | 6 | 3 | -1 | 4 | 1 | 96 | 6 | -7
COc1cccc(-c2nnc(NC(C)=O)o2)c1 | 95 | -1 | 12 | -1 | nt | 4 | 96 | 6 | 6
CCCCNC(=S)N/N=C/c1sccc1C | 104 | -8 | -12 | 8 | 13 | -2 | 94 | 14 | -7
O=C(NCCCN1CCOCC1)c1cc2ccccc2o1 | 102 | 0 | 3 | -2 | 3 | 2 | 106 | 14 | 6

# Next part:
canonical_smiles | MEKK3 PB1 HTS | p-CIP stab down | MEKK2 mut-MEK5 | NALP1 yeast inh | PfM18AAP inh | IDE cell activ | MEKK2wt PB1 HTS | SUMO HTRF inh | IDE cell inh
Cn1nnnc1SCc1ccc(C(=O)Nc2nccs2)cc1 | 104 | -9 | 6 | 15 | 3 | -5 | 107 | 26 | 6
O=C(N/N=C/C=C/c1ccccc1)c1cnccn1 | 98 | 3 | 1 | -5 | 4 | -2 | 98 | 12 | 5
CC(NC(=O)c1ccccc1NC(=O)CSc1nnnn1C)c1ccccc1 (stereo not given) | 106 | -9 | 7 | 4 | 0 | 2 | 109 | 3 | 6
Cc1c(NC(=O)CSc2nncc3ccccc23)c(=O)n(-c2ccccc2)n1C | 105 | -9 | 7 | 14 | -3 | -3 | 104 | 1 | 4

# Entries shown so far that have two or more sulfur atoms:
canonical_smiles | MEKK3 PB1 HTS | p-CIP stab down | MEKK2 mut-MEK5 | NALP1 yeast inh | PfM18AAP inh | IDE cell activ | MEKK2wt PB1 HTS | SUMO HTRF inh | IDE cell inh
O=C(O)c1cccc(S(=O)(=O)Nc2ccc(O)c(Sc3nc4ccccc4s3)c2)c1 | 91 | 6 | -10 | 1 | 14 | 2 | 87 | 11 | -7
CCOC(=O)Cn1c(=NC(=O)CSC(C)=O)sc2cc(F)ccc21 | 111 | 0 | 12 | 17 | 3 | -1 | 110 | 14 | 4
Cc1cc(C)nc(NS(=O)(=O)c2ccc(NC(=O)CN3C(=O)S/C(=C\c4ccccc4)C3=O)cc2)n1 | 102 | -8 | -1 | 17 | 11 | 4 | 91 | -8 | 6
O=S(=O)(c1ccc(Br)cc1)N1CCN=C1SCc1cccc(F)c1 | 99 | -14 | 4 | 4 | 0 | 6 | 99 | -8 | 3
NS(=O)(=O)c1ccc(Oc2ccc(S(N)(=O)=O)cc2)cc1 | 120 | 6 | -1 | -17 | -1 | 4 | 105 | 10 | 0
CCCCNC(=S)N/N=C/c1sccc1C | 104 | -8 | -12 | 8 | 13 | -2 | 94 | 14 | -7
Cn1nnnc1SCc1ccc(C(=O)Nc2nccs2)cc1 | 104 | -9 | 6 | 15 | 3 | -5 | 107 | 26 | 6

# Screening data from PubChem.

# A portion of the library; count on the stated rates, not on these rows.
